# Screening results (PubChem BioAssay)
# HSF1 inhib: HSF1 inhibitors in luciferase reporter cells, primary screen, cell-based, NIH3T3, luminescence; NIH3T3-HGL HSE-luciferase, MG132-induced, luminescence 8 h; active compounds read low; activity change, negative = inhibition, % at 7.5 µM (by protocol); 300,000 tested, 0.77% active; AID 2098, 2009;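 active = more than half of replicate wells show activity change below -50%, luminescence cut by over half; inconclusive = some wells, but at most half, below -50%; inactive = no replicate well below -50%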;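 also: luciferase reports HSF-1 transcriptional activity via heat shock element; 0% = median of DMSO wells and -100% = zero luminescence signal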
# GSK3B inh: human GSK3beta kinase inhibitors, primary screen, biochemical, cell-free homogeneous, HTS. activity score (negative = inhibition), % at 10 µM. Glycogen synthase kinase-3 beta (Homo sapiens), P49841. 300,000 tested, 0.038% active. AID 2097, 2009. GST-GSK3beta kinase, ADP-Glo luminescence, 60 min; active compounds read low;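 active = more than half of replicate wells score below -50%, meaning over 50% inhibition versus plate controls; inconclusive = some replicates but at most half score below -50%; inactive = no replicate scores below -50%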;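 also: 0% = median DMSO wells and -100% = median GW8510 positive control wells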
#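 Test system – GST-tagged human GSK3beta kinase, cell-free · Incubation – 60 min enzyme reaction, room temperature · Signal – ADP-Glo luminescence · Also added – peptide substrate and ATP at 25 µM · Controls – DMSO neutral wells and GW8510 at 20 µM as positive · Buffer or medium – Tris/MgCl2 kinase buffer · Measure – Luminescence-derived activity versus plate DMSO and GW8510 wells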
# HDAC3 inh: HDAC3 deacetylase inhibitors, primary screen, biochemical, fluorescence, cell-free homogeneous; Histone deacetylase 3 (Homo sapiens), O15379; 320,000 tested, 0.15% active; recombinant HDAC3, fluorogenic peptide/trypsin coupled; inhibition, % at 8.3 µM; in the data active = inhibition above about 26%, passing the limit was not always enough; inconclusive = no clear call, values can overlap the other calls
# Target sequence (O15379 whole entry, looked up): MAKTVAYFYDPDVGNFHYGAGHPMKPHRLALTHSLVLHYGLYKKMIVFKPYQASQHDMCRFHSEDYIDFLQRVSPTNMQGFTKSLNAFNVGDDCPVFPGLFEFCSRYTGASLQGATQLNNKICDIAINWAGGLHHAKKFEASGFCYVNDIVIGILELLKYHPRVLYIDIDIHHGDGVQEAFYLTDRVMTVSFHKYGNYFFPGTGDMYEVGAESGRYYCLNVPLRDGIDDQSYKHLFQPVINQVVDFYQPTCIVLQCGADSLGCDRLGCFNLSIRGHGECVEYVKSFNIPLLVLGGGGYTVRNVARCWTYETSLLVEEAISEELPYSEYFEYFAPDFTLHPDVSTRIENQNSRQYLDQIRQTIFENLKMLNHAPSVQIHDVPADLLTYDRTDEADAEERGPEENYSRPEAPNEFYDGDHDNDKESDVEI
# GSK3A inh: blockers of GSK3A enzyme activity – biochemical, luminescence, cell-free homogeneous, HTS, primary screen | Glycogen synthase kinase-3 alpha (Homo sapiens), P49840 | GSK-3 alpha kinase, ADP-Glo luminescence, 60 min | inhibition, % at 10 µM | 320,000 tested, 0.1% active | AID 2650, 2010;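 in the data active = inhibition above about 50%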;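 also: GST-tagged GSK-3 alpha with peptide substrate and 25 µM ATP; 0% = DMSO neutral wells and 100% = GW8510 positive control wells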
# Target sequence (P49840 whole entry, looked up): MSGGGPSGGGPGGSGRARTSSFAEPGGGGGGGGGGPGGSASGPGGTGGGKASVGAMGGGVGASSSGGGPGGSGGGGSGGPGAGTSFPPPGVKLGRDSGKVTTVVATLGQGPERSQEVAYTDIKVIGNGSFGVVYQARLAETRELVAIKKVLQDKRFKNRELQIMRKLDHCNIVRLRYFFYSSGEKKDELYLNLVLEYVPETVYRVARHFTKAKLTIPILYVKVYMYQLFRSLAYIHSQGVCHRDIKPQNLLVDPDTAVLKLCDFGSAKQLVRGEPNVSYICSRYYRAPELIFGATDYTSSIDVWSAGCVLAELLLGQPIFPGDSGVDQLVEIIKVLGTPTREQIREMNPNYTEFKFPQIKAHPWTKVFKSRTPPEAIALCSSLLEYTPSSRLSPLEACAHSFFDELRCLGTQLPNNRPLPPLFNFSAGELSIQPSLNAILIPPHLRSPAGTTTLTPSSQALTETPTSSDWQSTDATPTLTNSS
# DYRK1A inh: rat Dyrk1A kinase inhibitors, primary screen, biochemical, single point, plate reader. Dual specificity tyrosine-phosphorylation-regulated kinase 1A (Rattus norvegicus), Q63470. ADP-Glo luminescence, NFATc1 peptide. AID 504441, 2011. 310,000 tested, 0.43% active. inhibition, % at 12.5 µM; in the data active = inhibition above about 50%;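 also: plate controls were vehicle with enzyme for no effect and no enzyme for full effect; many of its hits are not listed in these tables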
# HSF-1 act: HSF-1 activators, primary screen, NIH3T3-HGL cells, MG132 stress, luminescence, single point | NIH3T3-HGL HSF-1 luciferase reporter, 8 h; 100% = twice DMSO control signal | activation, % at 9 µM | 300,000 tested, 1.7% active;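 active = mean replicate activation of at least 50% with a set share of replicates each reaching 50%; inconclusive = only one of those two conditions met; inactive = mean below 50% and too few replicates reaching it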;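 also: 0% = median of the neutral control wells and 100% = twice that signal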
# HSP90 refold inh: HSP90 inhibitors, primary screen, cell lysate, luminescence; AID 1789, 2009; inhibition, % at 5.6 µM; Heat shock protein HSP 90 (rabbit reticulocyte lysate; luciferase refolding); Rabbit reticulocyte lysate, luciferase refolding luminescence, 3 h; 290,000 tested, 0.91% active;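 active = inhibition above the screen-wide mean plus 3 SD, computed separately per campaign, cut at about 16% in these data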;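 also: 0% = DMSO wells and 100% = 60 µM geldanamycin wells; inhibitors lower the luminescence because luciferase stays unfolded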
# AI-2 QS mod: Vibrio harveyi AI-2 quorum sensing modulators, primary screen, JMH597 strain, luminescence/OD600 ratio; Vibrio harveyi JMH597 AI-2 luminescence/OD600 ratio, 9 h; active compounds read low; strain lacks LuxN and CqsS sensors; 0 = neutral-control median; AID 2094, 2009; activity change, % at 7.5 µM; 300,000 tested, 0.4% active; in the data active = activity change below about -75%, passing the limit was not always enough; inconclusive = no clear call, values can overlap the other calls;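 also: luminescence divided by OD600 gain over 9 h not by final OD600 alone; inactives centre near 13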
# Platelet DG rel: inhibitors of platelet dense granule secretion, primary screen, cell-based, MLPCN, human platelets; human platelet-rich plasma, SFLLRN dense granule ATP release, luminescence; 300,000 tested, 0.22% active; inhibition, %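 (compounds screened at 7.5 µM in platelet-rich plasma)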;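 active = mean replicate score, as percent of positive control, at or above 50; inconclusive = mean below 50 but at least one replicate at or above 50; inactive = mean and every replicate below 50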
# PolyA inh: polyadenylation inhibitors in yeast reporter cells, primary screen, luminescence, S. cerevisiae. S. cerevisiae SKY197-pL101 polyadenylation reporter, beta-gal luminescence; efflux-impaired pdr1/pdr3 knockout yeast; score 100 = 6 SD above DMSO. 300,000 tested, 0.02% active. AID 1875, 2009. calls only at 12 µM;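 active = lowest replicate activity score at least 50, where 100 means six control SD above control mean; inconclusive = lowest score under 50 but half or more replicates reach 50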;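 also: yeast exposed to compound for 9 h at 30 °C; higher score means more reporter readthrough which indicates perturbed polyadenylation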
# The depositor's hits bear a star; i = inactive; u = inconclusive; x = no result given. This is a subset; the hit share may differ from the screen's.
HSF1 inhib	GSK3B inh	HDAC3 inh	GSK3A inh	DYRK1A inh	HSF-1 act	HSP90 refold inh	AI-2 QS mod	Platelet DG rel	PolyA inh	Molecule
1	1	21	-3	4	1	-2	16	13	i	CCOC(=O)C1CCCN(c2c(Nc3ccc(OCC)cc3)c(=O)c2=O)C1 (centres undefined)
33	-4	1	-1	-2	83*	0	49	15	i	Oc1ccc(/C=N/N(c2ccccc2)c2ccccc2)cc1O
0	-3	3	-2	-4	0	0	31	-2	i	Cc1cc(C)nc(NS(=O)(=O)c2ccc(NC(=O)c3ccc(S(=O)(=O)N4CCOCC4)cc3)cc2)n1
4	-1	3	0	2	12	3	12	18	i	Cc1cc(C)n(CC(O)COc2ccccc2C(=O)Nc2ccccc2)n1 (centres undefined)
7	-1	4	0	-3	24	-6	-1	7	i	Fc1ccc2nc(N3CCOCC3)sc2c1
3	2	5	-1	13	-18	-2	10	1	i	COCCn1c(C)cc(C(=O)COc2ncnc3ccc(Br)cc23)c1C
-5	-3	-5	2	-6	-1	-7	21	-6	i	CCc1nonc1NC(=O)COc1ccc(Cl)c(C)c1
-5	2	1	-1	4	-2	0	6	9	i	O=C(Nc1ccccc1)c1cccc(=O)o1
-86*	4	3	0	-4	-83	2	12	0	i	COc1ccc(C(C(=O)NC2CCCCC2)N(C(=O)CCl)c2ccc(Cl)cc2)cc1 (centres undefined)
-5	2	-2	3	-2	12	-1	39	3	i	O=C(Nc1c(Cl)cccc1Cl)C1CCN(C(=O)c2cccs2)CC1
3	0	4	-4	-1	26	0	18	-5	i	Cn1c(=O)[nH]c(=O)c2c1nc(SCCCO)n2CCCc1ccccc1
-1	8	-2	3	-4	8	1	0	-7	i	COc1ccccc1N1CCN(C2CCN(C(=O)c3cc(OC)c(OC)c(OC)c3)CC2)CC1
-11	1	-2	0	-1	14	3	15	-8	x	CCn1cc(CNC(=O)c2cc(-c3cc(OC)ccc3OC)nc3ccccc23)c(C)n1
-2	4	-3	-2	4	-10	0	5	2	i	Cc1ccc(C(=O)Nc2cccc(NC(=O)c3ccc(C)c([N+](=O)[O-])c3)n2)cc1[N+](=O)[O-]
-5	-3	-18	-2	-2	16	-2	14	-4	i	O=C(O)CCN1C(=O)c2ccc(NC(=O)CCc3ccccc3)cc2C1=O
2	-4	7	-3	x	-1	-5	-19	-2	i	CNC(=O)COC(=O)/C=C/c1cccs1
-3	1	4	22	-10	3	8	18	3	i	CCOC(=O)c1nnn(-c2nonc2N)c1CNC(C)C
-12	1	10	-3	-6	0	2	18	-7	i	O=C(COc1ccccc1)N(Cc1ccco1)C1CCS(=O)(=O)C1 (centres undefined)
5	1	0	0	-3	12	1	-1	1	i	O=C(CN1CCN(c2ccccc2O)CC1)NNC(=O)c1ccc(Cl)cc1
3	5	-6	-2	-5	-2	3	26	5	i	Cc1ccc(Cn2c(C(=O)O)cc3sccc32)cc1
-10	-3	12	-5	-10	-5	6	4	-4	i	COc1ccc(/C(=N\O)c2ncc(C(F)(F)F)cc2Cl)cc1
2	-1	-2	-1	5	6	1	13	1	i	CC(C)(C)NC(=O)C(OC(=O)c1cccs1)c1ccccc1 (centres undefined)
1	2	2	0	-3	2	4	7	8	i	CCCC(=O)NC(Nc1ccc(S(=O)(=O)Nc2cc(C)on2)cc1)(C(=O)OCC)C(F)(F)F (centres undefined)
0	-1	x	-2	11	-7	1	10	3	i	O=C(CN1C(=O)C(=O)N(Cc2ccccc2)C1=O)Nc1cc(Cl)cc(Cl)c1
x	-1	-9	2	-1	x	-1	14	-2	i	O=C1c2oc3ccccc3c(=O)c2C(c2cccnc2)N1CCCN1CCOCC1 (centres undefined)

# A second format for part of the listing above.
molecule	HSF1 inhib	GSK3B inh	HDAC3 inh	GSK3A inh	DYRK1A inh	HSF-1 act	HSP90 refold inh	AI-2 QS mod	Platelet DG rel	PolyA inh
CCOC(=O)C1CCCN(c2c(Nc3ccc(OCC)cc3)c(=O)c2=O)C1 (centres undefined)	1	1	21	-3	4	1	-2	16	13	i
Oc1ccc(/C=N/N(c2ccccc2)c2ccccc2)cc1O	33	-4	1	-1	-2	83*	0	49	15	i
Cc1cc(C)nc(NS(=O)(=O)c2ccc(NC(=O)c3ccc(S(=O)(=O)N4CCOCC4)cc3)cc2)n1	0	-3	3	-2	-4	0	0	31	-2	i
Cc1cc(C)n(CC(O)COc2ccccc2C(=O)Nc2ccccc2)n1 (centres undefined)	4	-1	3	0	2	12	3	12	18	i
Fc1ccc2nc(N3CCOCC3)sc2c1	7	-1	4	0	-3	24	-6	-1	7	i
COCCn1c(C)cc(C(=O)COc2ncnc3ccc(Br)cc23)c1C	3	2	5	-1	13	-18	-2	10	1	i
CCc1nonc1NC(=O)COc1ccc(Cl)c(C)c1	-5	-3	-5	2	-6	-1	-7	21	-6	i
O=C(Nc1ccccc1)c1cccc(=O)o1	-5	2	1	-1	4	-2	0	6	9	i
COc1ccc(C(C(=O)NC2CCCCC2)N(C(=O)CCl)c2ccc(Cl)cc2)cc1 (centres undefined)	-86*	4	3	0	-4	-83	2	12	0	i
O=C(Nc1c(Cl)cccc1Cl)C1CCN(C(=O)c2cccs2)CC1	-5	2	-2	3	-2	12	-1	39	3	i
Cn1c(=O)[nH]c(=O)c2c1nc(SCCCO)n2CCCc1ccccc1	3	0	4	-4	-1	26	0	18	-5	i
COc1ccccc1N1CCN(C2CCN(C(=O)c3cc(OC)c(OC)c(OC)c3)CC2)CC1	-1	8	-2	3	-4	8	1	0	-7	i

# Next section.
HSF1 inhib	GSK3B inh	HDAC3 inh	GSK3A inh	DYRK1A inh	HSF-1 act	HSP90 refold inh	AI-2 QS mod	Platelet DG rel	PolyA inh	Molecule
2	2	3	-1	-6	0	2	32	-10	i	O=C(O)c1cccc(S(=O)(=O)Nc2ccccc2N2CCOCC2)c1
-6	0	-2	-1	-5	1	0	5	-10	i	Cc1ccc(NC(=O)Cn2nnc(C(=O)NCc3cccs3)c2N)cc1
-1	1	-3	2	-9	6	x	4	-1	i	COC(=O)[C@@]12CCCN1[C@H](c1ccc(-c3ccc(OC)cc3)cc1)[C@@H]1C(=O)N(C)C(=O)[C@@H]12
-3	-3	1	0	3	-1	1	1	0	i	Cc1cccc(C)c1NC(=O)C1C2C=CC(C2)C1C(=O)O (centres undefined)
11	4	-1	-1	-1	-2	2	3	4	i	C=CCOC(=O)C1=C[C@@H](c2ccc3c(c2)OCO3)C[C@@H](OCc2ccc(CO)cc2)O1
7	3	-9	-1	-5	4	-5	23	9	i	CCn1c(=S)sc2c(=O)n(CC(=O)NC(C)CCc3ccccc3)c(C)nc21 (centres undefined)
-6	0	-3	-4	10	-2	-1	10	2	i	COc1ccccc1CCc1nnc(CCC(=O)N(C)Cc2ccncc2C)o1
-28	1	-9	-4	x	-44	-2	14	-2	i	COc1cccc(NC(=O)Cn2c3ccc(F)cc3c3nc4n(c(=O)c32)CCCS4)c1
4	1	-3	-3	-2	4	-1	39	5	i	Cc1ncc(CN2CCN(CCC(C)C)C(CCO)C2)s1 (centres undefined)
-1	3	7	0	4	8	1	22	1	i	O=C(NCCCN1CCOCC1)c1cc(-c2cccc(Br)c2)nc2ccccc12
-16	2	1	5	x	-23	1	7	5	i	CCN(CC)CCCNC(=O)CNC(=S)N(CCCN1CCOCC1)Cc1cccs1
-12	0	9	-2	-3	-18	7	49	-8	i	O=C(N/N=C/c1cc([N+](=O)[O-])ccc1O)C1CC1
2	2	u	0	-7	1	-6	14	2	i	C=CCN1CN=C(NS(=O)(=O)c2ccc(NC(C)=O)cc2)NC1
9	3	2	-1	6	10	4	17	19	i	COc1ccc(-c2cc(CCCC(=O)NCCc3cc(OC)ccc3OC)no2)cc1
-5	0	10	-4	-6	18	-1	16	-3	i	CCOc1cc(C(=O)NC(=S)Nc2cccnc2)cc(OCC)c1OCC
3	-4	6	-1	2	4	x	31	11	i	O=C1NC[C@@H](Cc2cccc3ccccc23)N(CC2CCCCC2)C1=O
28	-1	-1	-1	3	u	4	-95*	-7	i	C(=C\c1nc(-c2cccnc2)no1)/c1ccccc1
-24	-3	3	-6	0	-41	-1	4	1	i	CSc1nc2c(c(=O)[nH]1)C(c1cccs1)C1=C(CCCC1=O)N2 (centres undefined)
19	-1	12	-1	-11	29	-1	17	-1	i	C[C@@H]1CC[C@H]2C(=O)N3[C@@H](CC[C@@H](C)[C@@H]3c3ccc(Br)cc3)C(=O)N2[C@H]1c1ccc(Br)cc1
15	-4	15	x	6	13	-2	36	6	i	Cc1nc2nc(-c3cccs3)cn2nc1C
-27	x	12	-2	1	-27	3	x	-3	i	COc1ccc(/C=C2\SC(=S)N(CCCC(=O)N3CCN(C)CC3)C2=O)cc1
12	2	3	-1	x	33	-2	18	22	i	Cc1ccccc1-c1nnc(SCCC(=O)N2CCOCC2)o1
-6	0	-3	6	-3	-9	-4	17	9	i	Cc1ccc(C)n1CCN1CCN(C(=O)c2ccco2)CC1
-3	3	1	-4	1	-17	-5	7	1	i	CC1CCN(C(=O)CN(Cc2ccc(F)cc2)S(C)(=O)=O)CC1
4	3	-1	-1	-4	-5	-3	27	1	i	Cc1ccc(C(=O)OCC(=O)NNC(=O)c2ccccc2)c(O)c1
-3	0	6	-3	-5	-4	5	18	-29	i	CCN(CCNC(=O)C1CCN(S(=O)(=O)c2cccc3cccnc23)CC1)c1ccccc1
1	2	3	0	8	1	x	14	11	i	COc1cccc(CC(=O)N(CCC2=CCCCC2)c2c(N)n(Cc3ccccc3)c(=O)[nH]c2=O)c1
2	2	3	-5	5	18	x	-30	-25	i	Cc1cc(C)c2nc(NC(=O)CN3C(=O)NC4(CCCC4)C3=O)sc2c1
